ssDAF-12 act = S. stercoralis DAF-12 activation, primary screen. HEK293 ssDAF-12/GRIP1 lit1-tk-luc reporter, luminescence; % of 3 µM dafachronic acid response. activation, % at 6.8 µM. hit rate 1% among 370,000. AID 652126;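 active means activation above the mean over all tested compounds plus 3 SD, cut at about 0.9% in these data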;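 further: 0% = DMSO-only wells and 100% = 3 µM delta7-dafachronic acid wells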
FXN GAA850 act = increases GAA850 frataxin promoter reporter activity | AID 540364 | HEK293 lucGAA850 FXN promoter luciferase reporter, 24 h; percent of 10 µM SAHA response | activation, % at 6 µM | hit rate 0.56% among 360,000;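 active means activation above the average of all compounds screened plus 3 SD, cutoff fixed separately per campaign, cut at about 7.5% in these data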;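 further: 0% = DMSO wells and 100% = 10 µM SAHA wells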
GC-A act = GC-A (human) enzyme activation | HEK293 GC-A cells, cGMP TR-FRET, EC30 ANP; 0% at EC30 ANP, 100% saturating ANP | hit rate 0.14% among 370,000 | activation, % at 10 µM; in the data active means activation above about 40%
KLK7 zymogen act = activates the human kallikrein-7 zymogen | hit rate 0.9% among 370,000 | activation, % at 7 µM | AID 652039 | purified proKLK7, EDANS-DABCYL substrate fluorescence; 100% is mature enzyme control, 0% vehicle | P49862;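 active means activation above the mean of all tested compounds plus 3 SD, computed per campaign excluding outliers beyond control limits, cut at about 13% in these data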
hgDAF12 agonist = activates the H. glycines DAF-12 receptor ligand-binding domain; HEK293 GAL4-hgDAF12 UAS-luciferase reporter, agonist luminescence; normalized to butyrate control; activation, % at 6.8 µM; hit rate 1.8% among 370,000;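 active means activation above a cutoff set at the mean of all screened compounds plus 3 SD, cut at about 10% in these data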;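 further: 0% = DMSO wells and 100% = sodium butyrate wells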
DAX1 inh-1 = NR0B1 (DAX1) inhibition; P51843; inhibition, % at 6.75 µM; AID 504766; hit rate 0.99% among 340,000; HEK293 Gal4-DAX1 luciferase reporter, luminescence;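 active means inhibition above the mean over all tested compounds plus 3 SD, cut at about 4.2% in these data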;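 further: 0% = DAX1-transfected cells with DMSO and 100% = empty-vector control cells with DMSO; inhibition shows as a rise in luminescence from relieved DAX1 repression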
DAX1 inh-2 = DAX1 (NR0B1) inhibition, primary screen; HEK293T StAR-luciferase reporter, SF-1/DAX-1 repression relief; inhibition, % at 6.8 µM; hit rate 1.1% among 370,000; AID 652010;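 active means inhibition above the mean over all tested compounds plus 3 SD, cut at about 3.6% in these data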;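 further: 0% = DAX-1 cells with DMSO and 100% = cells lacking DAX-1 with DMSO; higher inhibition means more luminescence from relief of DAX-1 repression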
GC-B act = GC-B (human) receptor activation; P20594; HEK293-GC-B cells, CNP EC30, cGMP TR-FRET; 0% at EC30 CNP, 100% saturating CNP; activation, % at 10 µM; hit rate 0.11% among 370,000; AID 1920062;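 active means activation at 10 µM reaching about 35% in either raw or pattern-adjusted values, limit read from the data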
Target sequence (P20594 whole entry, looked up): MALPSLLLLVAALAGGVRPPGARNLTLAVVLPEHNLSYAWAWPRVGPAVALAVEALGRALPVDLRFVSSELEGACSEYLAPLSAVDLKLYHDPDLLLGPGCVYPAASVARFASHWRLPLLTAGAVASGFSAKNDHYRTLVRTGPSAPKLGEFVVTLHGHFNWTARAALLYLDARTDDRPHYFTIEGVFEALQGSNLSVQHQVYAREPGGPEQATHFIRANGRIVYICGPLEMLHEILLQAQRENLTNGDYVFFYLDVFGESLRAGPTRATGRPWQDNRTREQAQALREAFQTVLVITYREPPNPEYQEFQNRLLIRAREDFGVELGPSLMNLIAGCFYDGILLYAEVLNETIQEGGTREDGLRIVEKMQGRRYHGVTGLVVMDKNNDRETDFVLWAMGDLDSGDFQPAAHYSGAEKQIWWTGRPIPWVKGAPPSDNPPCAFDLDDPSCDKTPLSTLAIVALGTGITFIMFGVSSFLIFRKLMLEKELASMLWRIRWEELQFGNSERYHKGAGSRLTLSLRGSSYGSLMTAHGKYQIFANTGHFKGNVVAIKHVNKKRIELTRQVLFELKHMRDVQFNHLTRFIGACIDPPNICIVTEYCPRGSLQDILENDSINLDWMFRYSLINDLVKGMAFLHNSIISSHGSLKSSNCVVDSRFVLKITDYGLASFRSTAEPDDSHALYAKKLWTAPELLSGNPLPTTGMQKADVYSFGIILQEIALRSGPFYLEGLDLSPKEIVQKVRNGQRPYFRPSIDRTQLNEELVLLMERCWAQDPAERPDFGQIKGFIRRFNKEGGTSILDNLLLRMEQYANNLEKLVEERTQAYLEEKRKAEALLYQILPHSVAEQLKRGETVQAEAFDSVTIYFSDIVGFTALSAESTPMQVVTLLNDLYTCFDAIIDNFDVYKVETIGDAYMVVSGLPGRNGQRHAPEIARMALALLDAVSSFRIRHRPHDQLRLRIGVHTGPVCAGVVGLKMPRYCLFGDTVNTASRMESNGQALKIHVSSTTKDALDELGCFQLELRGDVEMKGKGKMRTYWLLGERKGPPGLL
hcDAF-12 act = activators of H. contortus DAF-12 nuclear receptor; HEK293 hcDAF-12 lit1-tk-luc reporter, luminescence; 0% DMSO, 100% Δ7-dafachronic acid; activation, % at 6.8 µM; hit rate 1.4% among 370,000; AID 652067;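 active means activation above the mean of all tested compounds plus 3 SD, cut at about 5.5% in these data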;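 further: 100% = response to 3 µM Δ7-dafachronic acid high control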
SMARCA2 activ = SMARCA2 function activation, primary screen; AID 652017; activation, % at 9.1 µM; hit rate 1% among 370,000; MG213 cells, MMTV-luciferase reporter, dexamethasone, overnight; in the data active means activation above about 7.8%;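 further: 0% = vehicle wells and 100% = reference activator wells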
HGIII-sPLA2 inh = Inhibits HGIII-sPLA2 liposome hydrolysis, primary screen. QFRET BODIPY PC-A2 liposome hydrolysis, fluorescence. inhibition, % at 12.2 µM. hit rate 0.56% among 370,000. AID 743126;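 active means inhibition above mean plus 3 SD of compounds lying within the high and low control bounds, cut at about 19% in these data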;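 further: 0% = median of test compound wells and 100% = no enzyme DMSO wells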
* marks the source's active call; other numbers are inactive results; . = not tested or not shown. An unsorted share of the library. Share with any hit: about 6.7%.

Every second line gives: GC-A act | hcDAF-12 act | hgDAF12 agonist | DAX1 inh-1 | KLK7 zymogen act | DAX1 inh-2 | ssDAF-12 act | SMARCA2 activ | FXN GAA850 act | GC-B act | HGIII-sPLA2 inh
COc1ccc(Cn2cc(COC(=O)N3CCCC3)nn2)cc1
  1 | -0.3 | 0.1 | . | 0.4 | -1.0 | -1.1 | -1 | . | 11 | 0
COc1cccc(/C=N/NC(=S)Nc2cccc(C(=O)O)c2)c1
  -1 | 2.7 | 9.8 | -2.0 | -0.4 | 2.3 | 1.6* | 4 | 2.3 | 3 | 6
CC(=O)NCCc1ccc(S(=O)(=O)N(C)C2CCS(=O)(=O)C2)cc1 (stereo unspecified)
  1 | -1.8 | 0.9 | 1.8 | 0.1 | -1.1 | -0.5 | 2 | -1.1 | 2 | 3
COc1ccc2[nH]c3c(c2c1)CCN1C(=O)C(CC(=O)NCC24CC5CC(CC(C5)C2)C4)C[C@H](C(=O)N2CCOCC2)[C@@]31CCC1CCCC1 (stereo partly specified)
  2 | 2.0 | -0.3 | -0.2 | 0.2 | 3.3 | -1.1 | -4 | -2.8 | -1 | 6
CN(Cc1n[nH]c(=S)n1C)S(=O)(=O)c1ccccc1
  6 | -1.6 | -1.3 | 0.5 | 0.3 | -0.5 | -1.4 | 1 | 1.0 | 9 | 0
Cc1oc(-c2ccccc2F)nc1CS(=O)CC(=O)NCc1ccc(Cl)cc1 (stereo unspecified)
  0 | -2.5 | 2.8 | -0.3 | -0.8 | -0.1 | -0.8 | 0 | 1.1 | -3 | -6
O=C(CN1C(=O)C2C3C=CC(C3)C2C1=O)NCc1ccccc1 (stereo unspecified)
  1 | -0.8 | -2.1 | 0.4 | 0.4 | -1.1 | -0.8 | 0 | -3.4 | 2 | 4
O=C(Sc1n[nH]c(=O)[nH]c1=O)c1ccccc1
  0 | -0.5 | -1.9 | 0.5 | -0.2 | 0.1 | -1.3 | -1 | -0.3 | 2 | -2
CCOC(=O)N1CCN(S(=O)(=O)c2ccc3c4c(cccc24)C(=O)N3)CC1
  -3 | -2.4 | -0.6 | -0.4 | 8.6 | 0.8 | -0.9 | -2 | 1.9 | -7 | -6
CCOC(=O)C(NC(C)=O)(OCc1ccc(F)cc1)C(F)(F)F (stereo unspecified)
  -3 | -0.9 | -0.9 | -0.9 | -0.1 | 0.9 | -0.8 | 2 | 2.3 | 0 | -4
O=C(NCCc1ccc(F)cc1)Nc1ccccc1Cl
  0 | -2.5 | 1.3 | -0.6 | 0.6 | -0.7 | -1.1 | 2 | -0.3 | 6 | -3
O=C(C1CCC1)N1CCc2cc(S(=O)(=O)NCCCN3CCCCC3)ccc21
  -2 | -2.2 | 0.5 | 0.0 | 0.1 | -0.5 | -1.1 | -2 | 1.9 | 2 | 3
Cc1c(C#N)c(SCC(N)=O)nc2c1CCCC2
  -2 | -0.1 | -1.6 | 1.1 | 0.2 | 0.1 | -1.4 | 1 | 1.0 | 8 | 1
C[C@H](O)[C@@H]1C(=O)N2CCc3ccc(N4CCOCC4)cc3[C@@H]2C[C@@H]1N(C)C(=O)C(C)(C)C
  -1 | -1.3 | -2.0 | -0.3 | 0.7 | 1.7 | -1.4 | -1 | -2.4 | 5 | -4
CCOC(=O)N1CCN(C(=O)C2CCN(S(=O)(=O)c3ccc(NC(C)=O)cc3)CC2)CC1
  -1 | -2.7 | -3.4 | 1.0 | 0.1 | -0.2 | -0.8 | -1 | -1.9 | 3 | 5
COc1ccccc1NC(=O)NCCN1CCN(c2cccc(Cl)c2)CC1
  -3 | -1.5 | 0.8 | 0.7 | 0.1 | 0.0 | -1.1 | -3 | -1.3 | 4 | 1
CCOc1ccc(NC(=O)CN(C)C(=O)CN2C(=O)c3ccc([N+](=O)[O-])cc3C2=O)cc1OCC
  -3 | 0.2 | -0.2 | -0.3 | 0.3 | -0.2 | -0.2 | -1 | 1.9 | 1 | 10
COc1ccc(-n2c(SCC(=O)/C(C#N)=C(\C)N)nc3ccccc3c2=O)cc1OC
  -1 | -1.2 | -1.2 | 0.2 | -0.1 | -0.6 | -1.6 | -3 | -2.6 | 3 | 6
Cc1ccc(-c2cc(-c3nnc4sc(Cc5cccs5)nn34)[nH]n2)cc1
  14 | -3.0 | -0.5 | . | 0.9 | -1.0 | -1.8 | -5 | . | -7 | -38
CCOC(=O)C(=O)C1=C(N2CCOCC2)/C(=C\c2cccc([N+](=O)[O-])c2)CC1
  2 | -2.0 | 1.2 | 0.0 | 0.4 | -0.5 | -1.6 | 0 | 0.7 | 5 | -12
COc1ccc2occ(NC(C)=O)c2c1
  -2 | -0.9 | 5.8 | -1.2 | -0.8 | -0.1 | -1.4 | -2 | -4.4 | 0 | 2
Cc1ccc(S(=O)(=O)NCCC(=O)NC2CCCC2)cc1
  1 | -1.0 | 2.1 | 0.6 | 0.0 | -0.2 | -1.8 | 4 | -2.4 | 9 | 0
CCN1CCN(C(=O)CSCc2nc(-c3ccc(OC)c(OC)c3)oc2C)CC1
  -2 | 4.9 | 3.2 | 1.4 | 0.0 | 0.0 | -1.3 | 0 | 0.6 | 0 | -2
CCN1CCN(c2nc(C)nc3c2sc(=S)n3C)CC1
  3 | 0.5 | -2.3 | 1.9 | 0.1 | 1.2 | 0.0 | 0 | 3.7 | -9 | 3
CCOc1ccc(N(CC(=O)NCc2ccc(F)cc2)S(=O)(=O)c2c(C)noc2C)cc1
  -2 | -2.1 | -2.5 | 1.0 | 0.2 | -1.0 | -1.2 | -2 | -1.6 | -6 | 9
O=C(C=Cc1ccc(O)c(O)c1)NCC(=O)NC(Cc1ccccc1)C(=O)O (stereo unspecified)
  0 | -0.6 | 0.7 | . | -9.2 | 0.9 | -1.4 | -1 | . | 4 | 2
CCCCN(C=O)c1c(CC)nc2ccc(C(=O)NCCCn3ccnc3)cn12
  1 | -1.0 | -2.2 | . | 0.6 | 0.9 | -0.8 | -2 | -1.3 | 2 | 10
CC(CC(=O)O)CC(=O)Nc1ccc(S(N)(=O)=O)cc1 (stereo unspecified)
  1 | -1.1 | 0.5 | 0.1 | 0.6 | -0.9 | -1.5 | 0 | -1.9 | 0 | -4
O=C(c1ccco1)N1N=C(c2cccs2)CC1c1ccco1 (stereo unspecified)
  1 | 1.0 | -0.1 | 0.1 | 0.2 | 0.7 | -1.1 | 0 | 0.1 | -2 | -3
Cn1ncc2c(O/N=C(\N)c3ccc(C(F)(F)F)cc3)ncnc21
  -2 | 1.1 | 2.6 | -0.8 | 0.6 | 0.1 | -0.9 | 4 | 2.7 | 0 | -4
Cc1cc(C)c(NC(=O)CSc2ccc(-c3cccnc3)nn2)c(C)c1
  -2 | -0.6 | 0.1 | -0.5 | 0.2 | 0.7 | -1.3 | -1 | 1.9 | 0 | 3
CCC(=O)c1cc(F)ccc1OCC(=O)Nc1ccc2c(c1)OCCO2
  2 | -0.3 | 0.4 | -0.7 | -0.1 | -2.0 | -1.0 | 2 | -1.8 | 5 | -3
O=C(COc1ccccc1)NC(=S)Nc1cccc(NC(=O)c2ccccc2Cl)c1
  -5 | -2.0 | -1.6 | -0.8 | 0.1 | -0.2 | -0.5 | -2 | -3.1 | 1 | 16
CCCCC(=O)N(C)c1c(C)nc2ccc(C(=O)N3CCNC(=O)C3)cn12
  0 | 0.5 | 1.3 | . | 0.4 | -0.7 | -1.9 | 1 | 0.6 | 5 | -9
CCN(CC(=O)NCc1ccc(F)cc1)Cc1nc2ccccc2c(=O)[nH]1
  -2 | -1.9 | 0.2 | -1.4 | 0.1 | 0.4 | -1.0 | 1 | 2.0 | -6 | 6
O=C1CNC(=O)/C1=C\c1ccc(O)cc1
  3 | 0.2 | 1.0 | 0.2 | -0.2 | 0.0 | -1.6 | 2 | 0.3 | 6 | 8
COc1ccc(CNC(=O)CCSCc2ccccc2Cl)c(OC)c1
  -1 | -0.8 | 5.8 | -1.1 | 0.3 | 0.2 | -1.9 | -2 | 2.8 | -6 | -8
CCOCCn1c(CN2CCN(c3ccc(F)cc3)CC2)nc2c1c(=O)n(C)c(=O)n2C
  -11 | 0.5 | 0.4 | -0.6 | -0.7 | -0.8 | -1.0 | -1 | -1.5 | 3 | 0
CCCc1cc(=O)n2[nH]c(-c3ccc(C)cc3)cc2n1
  -2 | 2.0 | 6.4 | 2.0 | -0.8 | 4.0* | -0.1 | 6 | 3.9 | -6 | 9
O=C(c1ccccc1)N(Cc1ccc(F)cc1)C1CCS(=O)(=O)C1 (stereo unspecified)
  1 | 0.2 | 3.4 | 1.2 | 0.1 | 0.7 | -0.5 | -2 | 0.1 | -4 | 5
O=C(Nc1cccc(S(=O)(=O)N2CCCC2)c1)c1cccc(OC(F)F)c1
  -2 | -1.9 | -0.4 | -0.2 | -0.5 | -1.0 | -1.6 | -1 | 0.3 | 7 | -16
CC(=O)Nc1ccc(C(=O)N2c3ccccc3N=C(c3ccc4c(c3)OCO4)C2C(=O)NCc2ccccc2)cc1 (stereo unspecified)
  -1 | 5.2 | 2.5 | . | -4.7 | 0.2 | 0.2 | 0 | . | 7 | -10
CNS(=O)(=O)c1cc(C(=O)NCc2ccco2)ccc1Cl
  1 | -1.0 | 2.3 | 0.5 | 0.1 | 0.4 | -1.4 | -2 | 0.6 | -2 | -1
CCc1ccc(S(=O)(=O)N2c3ccc(C)cc3C3CN(C)CCC32)cc1 (stereo unspecified)
  -4 | -1.4 | -1.9 | -0.8 | -0.4 | 0.3 | -1.1 | -2 | -0.9 | -3 | -5
CCc1ccccc1-n1c(SCC(=O)Nc2ccc3c(c2)OCCO3)nc2[nH]ncc2c1=O
  9 | -5.1 | -8.0 | -1.8 | 0.5 | -2.1 | -2.8 | -7 | -12 | 3 | -13
COCCNC(=O)C1CCN(S(=O)(=O)N2CCC3(CC2)OCCO3)CC1
  0 | -0.1 | 0.2 | -0.7 | 0.2 | -0.3 | -1.0 | 0 | 1.2 | 1 | 0
O=C(Cn1cnc2cc([N+](=O)[O-])ccc2c1=O)NCCc1ccc(Cl)cc1
  -5 | -1.5 | -0.1 | 0.8 | -0.9 | -0.7 | -1.4 | 1 | -0.3 | -1 | -8
CCCC(=O)N(c1ccc(OCC)cc1)C1C=CS(=O)(=O)C1 (stereo unspecified)
  2 | -2.0 | -1.2 | 0.0 | 0.4 | -0.2 | -0.4 | -3 | 1.3 | 1 | 3
CCN(CC)CC(=O)N1CCCC(N2CCN(c3cccc(C(F)(F)F)c3)CC2)C1 (stereo unspecified)
  1 | -0.2 | 4.3 | 0.4 | -0.2 | 0.3 | -0.9 | 1 | 0.8 | 0 | -3
